Source: PubChem BioAssay
Yeast eIF2B: modulators of yeast eIF2B activity. actives 0.91% (n = 27,000). S. cerevisiae eIF2B-epsilon R284H, GCN4-lacZ luminescence. inhibition, % at 25 µM (by protocol);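 active = mutant luminescence inhibited past about 50% while wild type luminescence and mutant growth stay under set limits, limit read from the data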; also: some compounds called inactive have numbers as strong as hits
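System: Yeast eIF2B-epsilon R284H mutant carrying GCN4–beta-galactosidase fusion | Read-out basis: Percent inhibition, luminescence and growth | Compound: 25 µM single dose | Times: 16 h at 30 °C exposure | Measured by: Luminescence and A595 | Buffer or medium: YPD medium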
Yeast growth tox: Inhibitors of S. cerevisiae growth, toxicity; S. cerevisiae wild-type growth, A595 turbidity, 16 h; growth inhibition, % at 25 µM (by protocol); actives 0.3% (n = 30,000); AID 685;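 active = mutant and wild-type yeast strains alike exhibit over 30% growth inhibition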;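 also: 0% = untreated cell controls and 100% = YPD media blanks without cells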
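Incubation: 16 h growth with compound, 30 °C; Material: S. cerevisiae wild-type or eIF2Bepsilon-R284H mutant strain; Signal: turbidity measured as absorbance at 595 nm; Medium: YPD yeast growth medium; Measure: growth inhibition (%) versus cell controls and blanks; Doses: 25 µM single dose.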
Yeast growth tox inhibition %: second read-out of Yeast growth tox, no call of its own (marks repeat the call); growth inhibition, %; S. cerevisiae eIF2Bepsilon-R284H mutant growth, A595 turbidity, 16 h;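 each compound tested once at 25 µM; 0% equals untreated cells and 100% equals cell-free medium blanks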
Yeast eIF2B mutant toxicity: further read-out of Yeast eIF2B, marked with its call; growth inhibition, %; measured here: mutant yeast growth, toxicity;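 each compound tested once at 25 µM; zero equals untreated control growth and 100 equals blank medium absorbance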
The depositor's hits bear a star; · = no result given. A portion of the library, so the mix of outcomes need not match the whole.

SMILES	Yeast eIF2B	Yeast eIF2B mutant toxicity	Yeast growth tox	Yeast growth tox inhibition %
CCCCCCCCOC(=O)CCc1c(C)[nH]c(=S)[nH]c1=O	23	-24	2	-24
O=C1CSC(c2cn(-c3ccccc3)nc2-c2cc3ccccc3oc2=O)N1Cc1ccccc1 (stereo unspecified)	·	·	20	2
CCN1CCN(C(=S)c2ccc(Cl)c(Cl)c2)CC1	·	·	-10	12
COc1cccc(NS(=O)(=O)c2ccc3[nH]cc(C(=O)NCCN4CCOCC4)c(=O)c3c2)c1	14	-20	6	-20
O=S(=O)(c1ccccc1)N1CCN(Cc2ccccc2C(F)(F)F)CC1	-3	·	·	·
CC(C)n1c(SCC(=O)N2CCCC2)nc2c1c(=O)n(C)c(=O)n2C	-2	·	12	0
Cc1onc(-c2ccccc2)c1C(=O)N1CCN(C)CC1	·	·	11	9
c1ccc(-c2noc(-c3cccc4ccccc34)n2)cc1	3	4	15	4
COc1ccc2nc(C)cc(SCC(=O)O)c2c1	·	·	7	11
CCOc1ccccc1-n1c(CNc2ccc(F)cc2)nnc1SCC(=O)NCc1ccco1	38	9	1	9
CCOc1ccccc1NC(=O)CSCC(=O)Nc1ccccc1	16	-2	1	-2
Cc1cc(NC(=O)c2cnn3c(C(F)F)cc(C4CC4)nc23)no1	-15	-55	-47	-55
O=C(NCCN1CCOCC1)c1ccccc1-c1ccccc1	-38	·	10	0
CCn1c(SCC(=O)Nc2cc(C)on2)nnc1-c1cccnc1	22	-4	41	-4
Cc1ccc(N=C(NOCc2ccc(Cl)cc2Cl)c2nonc2N)c(C)c1	21	11	7	11
Cc1cc(C)c2nc(SCC(=O)N3CC(=O)Nc4ccccc43)c(C#N)cc2c1	·	·	-10	-3
N#CCSc1ncccc1-c1nc2ccccc2[nH]1	4	·	·	·
Cc1ccc(NC(=O)C2CCCN2C(=O)Oc2ccccc2)cc1C (stereo unspecified)	21	19	-2	19
CCn1c(CNc2ccc(Cl)cc2)nnc1SCc1ccc(C)cc1	24	-4	-20	-4
Cc1nc2c(C(=O)NCCc3ccccc3)c[nH]n2c(=O)c1Cl	16	15	6	15
CC(=O)NS(=O)(=O)c1ccc(NS(=O)(=O)c2ccc(F)cc2)cc1	17	10	14	10
COc1ccc(NC(=O)CCn2nnc(-c3ccc(C)cc3)n2)cc1OC	·	·	-11	-33
COC(=O)CC1C(=O)NCCN1C(=O)Nc1ccc(Cl)cc1 (stereo unspecified)	·	·	28	15
Cc1cccc(N(CC(=O)N=Nc2c(O)[nH]c3ccccc23)S(C)(=O)=O)c1C	7	18	0	18
COCCCN1C(=O)c2ccc(C(=O)Nc3ccc(OC)cc3)cc2C1=O	·	·	7	13
Cc1cccc(-n2nnnc2SCn2nnc3ccccc3c2=O)c1	20	-9	-17	-9
Cc1ccc(NCc2nnc(SCC(=O)Nc3cccc(O)c3)n2CC2CCCO2)c(C)c1 (stereo unspecified)	22	-6	16	-6
CCS(=O)(=O)N1CCCC(C(=O)NCc2ccc3c(c2)OCO3)C1 (stereo unspecified)	-12	19	-2	19
O=C(O)CC(c1ccccc1)c1ccccc1	26	5	-9	5
CCn1c(C)[n+](CC(O)COCC2CC=CCC2)c2ccccc21 (stereo unspecified)	24	21	18	21
O=c1cc(CSc2nnc(COc3ccccc3Cl)o2)nc2sccn12	-8	-18	15	-18
OCCCCNc1cccc2ccccc12	23	11	9	11
COc1ccc(N2CCN(C(=O)CCNS(=O)(=O)c3cccs3)CC2)cc1	21	6	3	6
CCOC(=O)C1=C(N)N2C(=O)C(C)SC2=C(C(=O)OC)C1c1ccccc1OC (stereo unspecified)	·	·	69*	74*
CCn1c(-c2ccc(F)cc2)n[nH]c1=S	-23	4	-9	4
CCc1ccc(Nc2nc(N)nc(CSc3nnnn3-c3ccccc3)n2)cc1	-15	14	0	14
COC(=O)c1[nH]c2ccccc2c1NC(=O)Oc1ccccc1	23	32	5	32
CCC(=O)Nc1ccccc1C(=O)N1CCCC1	-1	8	15	8
Cc1ccc(NC(=O)N2CCC(c3nc4c(nnn4Cc4c(F)cccc4Cl)c(=O)[nH]3)CC2)cc1	15	6	30	6
CC(C)c1ccc(NC(=O)c2ccc(Br)o2)cc1	14	12	13	12
CCN(CCCNC(=O)CCNC(=O)Cn1cnc2ccccc2c1=O)c1cccc(C)c1	23	-14	12	-14
Cc1c(C(=O)N(C)Cc2ccccc2)oc2ccc(S(=O)(=O)N3CCCC3)cc12	8	10	-9	10
CCOC(=O)c1[nH]nc(-c2cc(CC)c(O)cc2O)c1-c1cscn1	·	·	3	24
COc1ccc[nH]c1=O	19	-4	10	-4
C=CCn1c(SCc2c(C(=O)OC)sc(N)c2C(=O)OC)nnc1-c1ccc(Cl)cc1	·	·	-10	7

Complete entries, quoted from the list. Screens in order: Yeast eIF2B | Yeast eIF2B mutant toxicity | Yeast growth tox | Yeast growth tox inhibition %
`CC(=O)NS(=O)(=O)c1ccc(NS(=O)(=O)c2ccc(F)cc2)cc1` is entered as 17 | 10 | 14 | 10
`COCCCN1C(=O)c2ccc(C(=O)Nc3ccc(OC)cc3)cc2C1=O` is entered as · | · | 7 | 13
`N#CCSc1ncccc1-c1nc2ccccc2[nH]1` is entered as 4 | · | · | ·

Continuation:
SMILES	Yeast eIF2B	Yeast eIF2B mutant toxicity	Yeast growth tox	Yeast growth tox inhibition %
CCOC(=O)c1sc2nc(CC(=O)OC)nc(NCc3ccc(Cl)cc3)c2c1C	15	8	14	8
CCOC(=O)c1cc(-c2ccccc2)n(CCC(=O)NC(C)CC)c1C (stereo unspecified)	33	-9	26	-9
COC(=O)C(C)Oc1ccc(=O)[nH]n1 (stereo unspecified)	15	·	·	·
CCn1cc(C(=O)N2CCc3ccccc3C2)c(=O)c2cc(S(=O)(=O)N3CCCCC3)ccc21	-17	12	7	12
O=c1c(-c2ccnn2-c2ccc(F)cc2)cnc2n1CCS2	15	13	8	13
COc1ccc(-c2nnc(SCC(=O)N(Cc3ccccc3)C(C)(C)C)o2)cc1OC	-13	-17	-3	-17
Nc1nncn1C(=O)c1ccccc1Cl	-13	17	2	17
CSc1nnc(COc2ccc(C)cc2)n1N	35	·	-15	0
Cc1ccc(-c2nnc(CSc3nnc(COc4ccccc4)n3-c3ccc(C)cc3)o2)cc1	8	-22	-18	-22
Cc1ccc(-n2nc3ccc(NC(=O)c4ccco4)cc3n2)cc1	-4	19	14	19
CCCN(CCC)CCNC(=O)C1c2ccccc2C(=O)N(CCOC)C1c1ccc(F)cc1 (stereo unspecified)	25	-33	2	-33
CCOC(=O)c1sc(NC(=O)CN(CC)CC)c(C(=O)OCC)c1C	14	16	4	16
O=[N+]([O-])CC(=Nc1ccc(Cl)cc1)N/N=C\c1oc(O)c2ccccc12	15	22	21	22
CCC1Oc2ccc(C)cc2N(CC(=O)N(Cc2ccc(C)o2)C2CC(C)(C)NC(C)(C)C2)C1=O (stereo unspecified)	-3	-21	1	-21
Cc1csc2nc(CNS(=O)(=O)c3cccnc3)cn12	0	-7	8	-7

Filtered by structure: the entries above with two or more sulfur atoms
SMILES	Yeast eIF2B	Yeast eIF2B mutant toxicity	Yeast growth tox	Yeast growth tox inhibition %
CC(=O)NS(=O)(=O)c1ccc(NS(=O)(=O)c2ccc(F)cc2)cc1	17	10	14	10
O=c1cc(CSc2nnc(COc3ccccc3Cl)o2)nc2sccn12	-8	-18	15	-18
COc1ccc(N2CCN(C(=O)CCNS(=O)(=O)c3cccs3)CC2)cc1	21	6	3	6
C=CCn1c(SCc2c(C(=O)OC)sc(N)c2C(=O)OC)nnc1-c1ccc(Cl)cc1	·	·	-10	7
Cc1csc2nc(CNS(=O)(=O)c3cccnc3)cn12	0	-7	8	-7

Further results follow:
SMILES	Yeast eIF2B	Yeast eIF2B mutant toxicity	Yeast growth tox	Yeast growth tox inhibition %
COc1cccc(/C=N/Nc2nn3cnnc3c3ccccc23)c1	·	·	3	8
Cc1cc(Nc2ccccc2)n(-c2ccc(Br)cc2)n1	18	26	20	26
O=C(Nc1cc(C(F)(F)F)ccc1F)C1CCC1	35	-13	-12	-13
CCCCCCCCOC(=O)C(NC(=O)CCC(=O)Nc1ccc(S(N)(=O)=O)cc1)C(O)c1ccccc1 (stereo unspecified)	4	-10	-10	-10
CCCCCCNC(=O)Nc1ccccc1	27	9	12	9
Cc1nc2ncnn2c(C)c1CCC(=O)N1CCCCC1	9	19	-2	19
CCn1cc(Br)c(C(=O)N2CCN(c3ccccc3)CC2)n1	-7	8	-15	8
Cn1cnnc1SCC(=O)N1CCC(Cc2ccccc2)CC1	19	-6	8	-6
COc1ccc(C2C(C(=O)NC(C)C)c3ccccc3C(=O)N2C)cc1OC (stereo unspecified)	6	5	7	5
CC(=O)c1c(C)[nH]c(C(=O)COC(=O)CN(C)S(=O)(=O)c2ccc(Cl)cc2)c1C	14	21	0	21
COc1cccc(C2/C(=C(\O)c3ccc4c(c3)OCCO4)C(=O)C(=O)N2CCN(C)C)c1 (stereo unspecified)	20	-5	8	-5
Cn1c(CN2CCCC2)nc2cc(NC(=O)Nc3ccccc3)ccc21	-3	-26	-12	-26
COC(=O)Cc1ccc(NC(=O)c2ccc(C(C)(C)C)cc2)cc1	·	·	31	10
Cc1cc(CN2C(=O)c3ccccc3C2=O)no1	-14	15	4	15
O=C(Nc1ccccc1)c1ccc(S(=O)(=O)NCc2ccco2)cc1	43	-12	-24	-12
COc1ccc(C2C3=C(CC(C)(C)CC3=O)Nc3cc4c(cc32)OCO4)cc1 (stereo unspecified)	34	-10	1	-10
CCC(=O)OC1CSc2nc3ccccc3n2C1 (stereo unspecified)	1	-14	4	-14
COC(=O)CSc1nnc(-c2ccncc2)n1N	20	-9	15	-9
O=C(Nc1nc2ccccc2n1CCN1CCCCC1)c1ccc(Cl)cc1	11	11	20	11
O=C(O)CCCC(=O)OCCCCc1cccs1	30	14	-2	14
CC(C)N(Cc1nc(-c2ccccc2)no1)C(=O)C1CCCCC1	13	18	4	18
COc1ccc(C2C(C#N)=C(N)Oc3cc(C)n(Cc4ccco4)c(=O)c32)cc1 (stereo unspecified)	11	-8	-9	-8
COCC(=O)N(C)c1nnc(-c2cnccn2)s1	2	-8	1	-8
Cc1cc(Cl)cc(Br)c1OCCCN1C(=O)NC(C)(C)C1=O	16	16	8	16
COc1ccc(NC(=O)CCS(=O)(=O)c2ccccc2)c(OC)c1	3	9	29	9
CCOc1cc(NS(C)(=O)=O)c(OCC)cc1NC(=O)c1cccs1	19	-7	-11	-7
CCC(c1nnc(SCc2nc3ccccc3s2)n1Cc1ccccc1)N(C)C (stereo unspecified)	24	13	3	13
CCCCSC(=O)Nc1ccccc1	15	-5	24	-5
COc1cccc(/C=c2/s/c(=C(\C#N)C(=O)N3CCOCC3)n(-c3ccccc3)c2=O)c1	27	-43	11	-43
CC1(C)CC(=O)C(C=NCCCN2CCOCC2)=C(O)C1	52	·	-8	0

Among those listed so far, 3 have a COOH group.
SMILES	Yeast eIF2B	Yeast eIF2B mutant toxicity	Yeast growth tox	Yeast growth tox inhibition %
COc1ccc2nc(C)cc(SCC(=O)O)c2c1	·	·	7	11
O=C(O)CC(c1ccccc1)c1ccccc1	26	5	-9	5
O=C(O)CCCC(=O)OCCCCc1cccs1	30	14	-2	14

Going on with the list:
SMILES	Yeast eIF2B	Yeast eIF2B mutant toxicity	Yeast growth tox	Yeast growth tox inhibition %
c1ccc(-n2ncc3c2ncn2c(C4CCCCC4)nnc32)cc1	16	·	·	·
COCC(C)NC(=O)c1ccc(Cl)c(Cl)c1 (stereo unspecified)	19	7	-8	7
O=C(CC12CC3CC(C1)CC(CC(=O)NC1=NCCS1)(C3)C2)NC1=NCCS1	14	-4	1	-4
Cc1cccc(NC(=S)NN2CCOCC2)c1C	-27	-12	18	-12
CCCNC(=O)Cn1cnc2sc(C(=O)N3CCCC(C(=O)OCC)C3)c(C)c2c1=O (stereo unspecified)	27	23	30	23
CC(=O)CSc1nnc(-c2ccc3c(c2)OCO3)o1	·	·	5	6
CN(C)c1ccc(CN(C(=O)COc2ccccc2)C2CCS(=O)(=O)C2)cc1 (stereo unspecified)	13	21	4	21
CC(OC(=O)c1ccc2ccccc2n1)C(=O)Nc1ccc(N2CCOCC2)cc1 (stereo unspecified)	-18	11	16	11
CSc1nc2c(c(=O)[nH]1)CCCC2	29	18	15	18
CCN1C(=O)C2(C(C#N)=C(N)Oc3c2c(C)nn3-c2ccccc2)c2ccccc21 (stereo unspecified)	15	-9	11	-9
O=C(Nc1ccc2nc(-c3ccccc3)[nH]c2c1)c1ccco1	14	-23	8	-23

Individual results from the list:
COCC(C)NC(=O)c1ccc(Cl)c(Cl)c1 (stereo unspecified) | Yeast growth tox inhibition %: 7
CN(C)c1ccc(CN(C(=O)COc2ccccc2)C2CCS(=O)(=O)C2)cc1 (stereo unspecified) | Yeast eIF2B mutant toxicity: 21
O=C(Nc1ccc2nc(-c3ccccc3)[nH]c2c1)c1ccco1 | Yeast growth tox inhibition %: -23
